Peg3 prom inh: Peg3 promoter-driven luciferase inhibitors, primary screen, cell-based, HeLa, luciferase luminescence. AID 588405, 2011. HeLa PEG-Prom luciferase reporter, overnight. inhibition, % at 20 µM. 360,000 compounds, 1.7% hits;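 active means inhibition of at least 50% at 20 µM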
TRPM1 prom inh: inhibitors of MITF-dependent TRPM1 promoter reporter, primary screen, cell-based, SK-MEL-5, single point, luciferase; 330,000 compounds, 0.83% hits; SK-MEL-5 TRPM1 promoter luciferase, 24 h; inhibition, % at 12.5 µM;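 active means mean inhibition across replicates of 60% or more, whatever share of single replicates reaches that level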; further: values of inactives mirror those of a sister screen read the other way
iPSC survival up: enhancers of single-cell hiPSC survival, primary screen, ATPlite luminescence. 100% = ROCK inhibitor wells, 0% = DMSO. survival enhancement, % at 20 µM. 360,000 compounds, 0.044% hits. AID 602274, 2012; in the data active means survival enhancement above about 18%;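 further: cells exposed to compounds for 16 hours before the ATP read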
TWEAK Fn14 block: inhibitors of TWEAK-Fn14 signaling, primary screen, luciferase reporter cells, uHTS; TWEAK-stimulated Fn14 reporter cells, luciferase luminescence, 8 h; inhibition, % at 10 µM; 360,000 compounds, 2% hits; in the data active means inhibition above about 50%
KKLEB tox: cytotoxicity in KKLEB CF airway cells, primary screen, cytotoxicity control for CF NF-kB inhibitor project, cell-based, uHTS, fluorescence assay plates; 360,000 compounds, 0.36% hits; AID 602141, 2011; KKLEB CF airway cells viability, ATPlite luminescence, overnight; hits give low values; cells stimulated with P. aeruginosa culture filtrate; activity change (cytotoxicity), % at 5 µM;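 active means corrected activity change at or below -50% at 5 µM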
NR2E3 ag-1: NR2E3 agonists in two-hybrid cells, primary screen, cell-based, luminescence, CHO-S, Gal4-NCOR/VP16-NR2E3. 360,000 compounds, 0.35% hits. luciferase. Photoreceptor-specific nuclear receptor (Homo sapiens), Q9Y5X4. inhibition of corepressor binding, % at 3.98 µM. AID 602229, 2012;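 active means inhibition above the mean of all tested compounds plus 3 SD, cut at about 70% in these data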;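 further: 0% = DMSO with NR2E3 transfected cells and 100% = cells lacking NR2E3 construct; higher means lower luciferase signal from less NR2E3 corepressor binding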
Target sequence (Q9Y5X4 whole entry, looked up, the tested form may be a part): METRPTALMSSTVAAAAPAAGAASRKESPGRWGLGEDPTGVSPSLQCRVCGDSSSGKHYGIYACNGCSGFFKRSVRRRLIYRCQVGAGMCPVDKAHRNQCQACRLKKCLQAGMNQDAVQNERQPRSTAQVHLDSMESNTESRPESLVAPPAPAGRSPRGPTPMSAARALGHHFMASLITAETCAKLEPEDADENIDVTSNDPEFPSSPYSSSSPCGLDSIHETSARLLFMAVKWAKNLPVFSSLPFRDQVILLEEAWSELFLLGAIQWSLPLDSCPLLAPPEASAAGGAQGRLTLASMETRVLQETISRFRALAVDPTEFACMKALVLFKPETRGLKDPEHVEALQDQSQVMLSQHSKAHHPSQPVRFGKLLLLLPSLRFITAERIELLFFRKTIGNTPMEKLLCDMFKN
HIF-2a inh: HIF-2a reporter inhibitors, primary screen, luminescence, 786-0 RCC cells; AID 624352, 2012; 786-0 RCC cells HIF-2a reporter, luciferase luminescence, overnight; 360,000 compounds, 0.72% hits; inhibition, % at 18.8 µM;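 active means inhibition of the luminescence signal of 40% or more relative to plate controls, in a single-dose primary screen at 18.75 µM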
Shn3 3UTR inh: reduction of Shn3 3'UTR firefly luciferase signal, primary screen, Schnurri-3 inhibitor project, cell-based, Clone20 osteoblasts, set 2; Clone20 osteoblast Shn3 3'UTR firefly luciferase, 24 h; inhibition, % at 12.5 µM; 360,000 compounds, 0.52% hits;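 active means mean inhibition of at least 75% with every replicate also reaching 75%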;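 further: 0% = median of neutral control wells and 100% = pilot-screen positive control compound; some compounds past the cut are filed as inactive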
NR2E3 ag-2: inhibitors of NR2E3-RetCOR corepressor binding, primary screen, NR2E3 agonist project, biochemical, TR-FRET, GST-NR2E3, biotin-RetCOR; 320,000 compounds, 0.12% hits; 1536-well; inhibition of corepressor binding, % at 4.78 µM; Photoreceptor-specific nuclear receptor (Homo sapiens), Q9Y5X4; AID 2300, 2010;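 active means percent inhibition above the cutoff of mean plus 3 SD of all tested compounds, set per screening campaign, cut at about 20% in these data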;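 further: 0% = DMSO wells and 100% = biotin wells as full block of FRET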
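system = GST-tagged NR2E3 plus biotinylated RetCOR corepressor | input = 1.35 nM GST-NR2E3 | also added = 7 nM biotin-RetCOR | schedule = 5 h incubation at 4 °C | measured by = TR-FRET with europium anti-GST and streptavidin-D2, 340 nm excitation | read-out = percent loss of FRET ratio relative to control wells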
aDG glyco act: activators of alpha-DG glycosylation, primary screen, uHTS, Pro5-aDG cells, AlphaScreen; alpha-DG glycosylation AlphaScreen (IIH6); 0% Pro5, 100% B10-LARGE cell signal; AID 624168, 2012; 360,000 compounds, 0.22% hits; activation, % at 10 µM;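 active means activation of at least 8% versus controls, or a plate z-score of at least 8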;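 further: Pro5 are CHO cells carrying HIG-tagged alpha-DG that lacks glycosylation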
CF NFkB block: inhibitors of PAF-induced NF-kB signaling, primary screen, cell-based, GFP fluorescence, uHTS; inhibition, % at 5 µM; KKLEB NF-kB-GFP reporter, GFP fluorescence overnight; 360,000 compounds, 0.86% hits;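 active means at least 50% inhibition at 5 µM, scaled per plate between neutral and stimulator controls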;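 further: PAF is a Pseudomonas aeruginosa culture filtrate used as stimulus; plate controls were PAF-stimulated DMSO wells for no effect and unstimulated DMSO wells for full effect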
* hit, by the source's call; nt = not tested or not shown; & = joins results of further samples. Random draw from the library; overall some 4.4% were active at least once.

SMILES	Peg3 prom inh	TRPM1 prom inh	iPSC survival up	TWEAK Fn14 block	KKLEB tox	NR2E3 ag-1	HIF-2a inh	Shn3 3UTR inh	NR2E3 ag-2	aDG glyco act	CF NFkB block
O=C1c2ccccc2-c2c1nc1c([n+]2[O-])CCCC1	-67.3	-3.6	-1.1	-11.9	0.8	-16.6	-34.2	-3.9	0.8	0.8	-3.0
Cc1c(C#N)c(NC(=O)c2cccc(Cl)c2)n(Cc2ccccc2)c1C	31.0	1.2	0.9	17.9	5.4	-26.9	24.0	6.4	3.1	0.2	4.2
CN(CC(=O)Nc1ccccc1C(=O)Nc1ccccc1)C1CCCCC1	5.0	nt	-0.3	5.0	5.9	-12.0	3.5	-16.1	nt	0.0	-27.3
Cc1sc2ncnc(NCC(C)(C)N3CCOCC3)c2c1C	24.6	5.9	0.0	24.1	-3.7	91.2*	13.1	80.8	2.1	5.2	12.8
C=C1N(C)c2cc([N+](=O)[O-])c(N)cc2C1(C)C	-8.2	7.0	-0.9	30.8	3.7	-3.0	13.3	-14.4	-14.4	-1.0	-8.7
CC(C)CCn1c(N2CCOCC2)nc2c1c(=O)n(CC(N)=O)c(=O)n2C	9.7	1.1	-0.2	3.3	-1.5	-12.6	16.5	-3.5	-0.3	-0.2	1.6
Cc1cc(C)nc(Sc2nc(Cl)nc(N(c3ccccc3)c3ccccc3)n2)n1	14.5	9.5	-1.6	-9.0	7.8	-8.3	14.9	-9.1	2.4	0.2	9.8
C=CCOC(=O)C1=C[C@@H](c2csc3ccccc23)[C@H](CCCO)[C@@H](OCC)O1	16.5	2.0	1.6	-9.1	7.5	10.4	17.9	6.4	-0.7	4.8	17.3
COc1ccc(/C=N/N2C(=O)C3C4C=CC(CC4)C3C2=O)c(OC)c1 (centres undefined)	-19.3	-10.2	0.7	-5.5	-2.7	-2.9	-60.0	16.0	1.7	-0.1	11.4
Cc1ccc(S(=O)(=O)N2CCOCC2)cc1NC(=O)COC(=O)CSc1ccc(Br)cc1C	20.4	-5.1	0.6	-8.6	-8.5	-14.1	5.1	11.9	2.4	-0.2	12.2
CCOC(=O)NN1C(=O)c2ccccc2NC1c1ccccn1 (centres undefined)	0.9	0.8	-0.3	8.1	-6.2	-9.4	11.9	15.5	-4.6	-0.3	-9.1
O=C(N/N=C/c1ccsc1)C1CC1	-0.1	-15.8	-0.4	-19.6	3.0	-22.8	2.0	-22.7	4.3	0.2	1.2
CCCCC(=O)Nc1ccc(C(=O)Nc2nnc(COC)s2)cc1	7.5	-2.1	-3.8	-4.3	3.7	-24.7	10.6	18.5	3.8	-0.1	17.6
COc1ccc(CN(C)C(=O)[C@H]2O[C@@H](n3ccc(N)nc3=O)[C@H](O)[C@@H]2O)cc1OC	0.6	nt	-1.4	4.5	0.7	-12.0	1.0	-15.7	nt	-0.2	-8.0
OC(CCc1cccc(Cl)c1)c1cccs1 (centres undefined)	-68.9	-8.4	-0.3	-23.8	6.2	-21.9	-130.5	-13.9	0.3	-0.1	-11.5
N=c1sccn1CC(=O)Nc1ccc(SC(F)F)cc1	11.1	-0.8	0.1	-8.9	4.0	14.4	-13.9	-2.2	-6.9	0.8	-7.5
O=C(Nc1ccc(F)c(Cl)c1)c1csc([C@H]2C[C@H](O)[C@@H](CO)O2)n1	-224.8	nt	2.8	-16.0	-3.4	-56.1	-237.1	-45.4	nt	0.0	5.7
Cc1ccc(-n2nc3c(=O)n(CC(=O)NCCCc4ccccc4)nc(C)c3c2C)cc1	24.2	9.4	-0.5	10.7	-10.6	19.6	10.0	-20.0	1.4	-0.5	11.1
C=CCN(c1ccccc1C(=O)NCC(=O)O)S(=O)(=O)c1ccc(C)cc1	17.0	0.9	-0.5	7.7	-5.3	-8.9	14.3	3.1	2.1	0.0	-11.9
C=CCc1c(C)nc(SCC(=C)C)[nH]c1=O	-1.2	0.6	0.6	-1.8	0.8	-11.5	5.0	-31.6	-2.1	0.0	-2.0
Cc1nn(-c2ccc(Cl)cc2)c(Cl)c1/C=C(\C#N)C(N)=O	15.5	18.0	-1.8	8.1	-19.8	-43.5	1.1	-16.0	0.0	0.6	-7.8
O=C(Nc1nc2ccc(F)cc2s1)c1ccc([N+](=O)[O-])o1	67.3*	nt	2.2	37.8	-61.9*	-16.0	-176.8	-51.9	nt	0.5	81.0*
CC(C)C[C@@H]1O[C@H](CCc2ccccc2)CC2=C1C(=O)OC(C)(C)O2	nt	nt	-1.3&0.8	-1.2&-5.9	nt	16.7&4.4	2.7&14.5	nt	nt	2.0&-0.1	nt
O=C(O)/C=C/c1ccc(S(=O)(=O)Nc2ccc3[nH]c(=O)[nH]c3c2)cc1	-1.7	14.8	0.0	7.6	3.1	23.1	2.6	10.0	3.9	-0.2	-3.9
COC(=O)c1cc2sccc2n1Cc1nc(-c2ccc(Cl)cc2)oc1C	23.8	-8.8	1.5	-39.2	-15.0	2.3	12.7	3.7	2.3	0.2	8.6
NC(=O)[C@@H]1CCCNc2c(I)cc([N+](=O)[O-])cc2C(=O)N[C@@H](CCC(=O)O)C(=O)N[C@@H](CO)C(=O)N1	-8.1	7.7	0.4	17.0	1.3	30.0	7.9	0.6	1.5	0.1	-14.7
O=C(NCc1cc(C(F)(F)F)ccc1F)C1CCC(=O)N(C2CC2)C1 (centres undefined)	-8.6	-0.8	-0.3	-4.0	15.7	-20.8	-3.6	-4.4	2.5	-0.1	-24.1
CN(C)S(=O)(=O)n1cnc([C@H]2c3c(ncn3Cc3ccccc3)C[C@H]3COC(=O)[C@@H]32)c1	3.1	6.4	0.0	4.5	-2.5	-5.3	6.7	10.4	1.8	0.0	-4.9
CCC1=NN2C(=N)/C(=C\c3ccc(OCCOc4ccccc4OC)cc3)C(=O)N=C2S1	-6.9	6.3	0.2	-7.4	-6.2	-26.2	16.1	8.2	-2.1	0.1	33.6
COCCNC(=O)CN1CCC(n2c(C)nc3cc(C(F)(F)F)ccc32)CC1	4.6	-7.0	12.6	6.3	-1.0	-8.0	16.9	-2.6	-2.6	-0.2	-0.4
CCN(CC(=O)Nc1c(F)cccc1F)C(=O)CCc1c[nH]c2ccccc12	22.9	-0.1	-0.2	0.2	4.1	-6.9	13.9	4.8	1.8	-0.2	-1.1
O=C(CSc1ccc(F)cc1)N1CCOCC1	14.4	5.8	0.5	16.9	-11.0	-15.0	1.5	6.7	-2.9	0.0	-8.8
COc1cccc(C2NC(=O)NC(C)=C2C(=O)OCCSC)c1OC (centres undefined)	18.9	-14.6	1.0	-9.7	8.3	8.9	6.9	1.9	4.9	-0.2	-1.1
Cn1cccc1/C=C1\Cc2ccccc2C1=O	-289.9	-55.6	-0.6	6.4	0.9	-31.4	-205.7	nt	-9.8	0.1	-21.1
CCn1cc(C(=O)N2CCc3ccccc32)c(=O)c2cc(S(=O)(=O)N(C)C3CCCCC3)ccc21	42.9	-6.0	1.1	9.8	-5.4	7.1	12.4	-8.6	-2.9	-0.6	-22.8
CSCCC(NC(=O)c1ccco1)C(=O)OC(C)C(=O)NC(=O)NC1CCCCC1 (centres undefined)	10.1	0.3	-1.1	-16.8	-10.0	-12.1	5.3	16.3	-0.1	0.1	17.1
Cc1nc2c(sc(=S)n2Cc2ccco2)c(=O)n1CC(=O)Nc1ccccc1Cl	-8.7	-11.7	0.2	-6.9	-14.0	7.5	-4.7	21.1	2.9	0.1	-5.2
O=C(c1c(F)cccc1F)N1CCN(CCOc2ccccc2)CC1	7.1	0.5	0.6	-18.6	-7.8	10.0	4.0	-8.9	-2.9	0.1	13.7
CC(C)CC1CC(=O)OC1(C)C(=O)CSc1nc2ccccc2s1 (centres undefined)	-42.6	-6.0	-1.6	5.8	-3.3	-4.0	-186.5	-53.3	3.3	-0.1	-7.6
CC1CC(C)CN(CCCNC(=O)C2CCC(=O)N2C2CCCC2)C1 (centres undefined)	-2.1	-2.4	0.1	0.2	-2.7	-12.0	9.8	-16.1	2.7	-0.2	14.9
Cc1ccccc1C(=O)Nc1cccc(NC(=O)c2ncn[nH]2)c1	-13.7	-10.9	-1.4	-12.5	-18.6	-19.1	-1.0	3.6	5.2	0.2	3.7
Cc1c(NC(=O)C(C)OC(=O)CNC(=O)c2ccc(C(C)(C)C)cc2)c(=O)n(-c2ccccc2)n1C (centres undefined)	2.7	1.1	2.1	-1.2	-9.6	-7.6	-6.2	-30.5	4.1	-0.3	-12.2
Cc1ccccc1NS(=O)(=O)c1ccc(C(=O)NCCCN2CCOCC2)cc1	9.5	3.2	-0.3	1.3	16.3	9.3	12.9	-8.1	0.9	0.9	-5.8
O=C(CC[C@H]1O[C@@H](n2cnc3c(NC(=O)c4ccccc4)ncnc32)[C@H](O)[C@@H]1O)NCc1ccc2c(c1)OCO2	-4.8	nt	-2.3	2.4	12.1	3.2	10.6	-4.6	nt	-0.3	-52.3
Nc1ccn([C@H]2C[C@H](O)[C@@H](CO)O2)c(=O)n1	-17.3&-12.8	-0.3&2.3	2.0&2.2	3.0&-14.3	0.5&-7.1	-22.7&-10.3	-23.9&9.5	-15.2&4.4	1.6&1.8	0.0&0.1	2.1&1.1
O=C(NC1CCCC1)C1CC(c2ccc(F)cc2)=NO1 (centres undefined)	-61.5	-20.0	-0.8	-5.5	4.1	-31.3	-154.9	-30.7	2.9	-0.2	-10.4
O=C1C(C=Nc2ccccc2O)=C(O)c2ccccc21	-200.9	-15.9	-1.4	43.6	-5.2	-98.9	-201.7	-34.8	3.0	0.6	-3.6
COc1ccc(C(CC(=O)N2CCCC2)c2c(OC)cc(OC)c3c(-c4ccccc4)cc(=O)oc23)cc1 (centres undefined)	17.6	2.6	1.4	-9.0	7.6	12.2	3.1	12.6	5.5	0.3	3.4
O=C(NC12CC3CC(CC(C3)C1)C2)c1ccc(N2CCNCC2)c([N+](=O)[O-])c1	11.9	32.7	-0.7	-29.2	-9.0	-1.0	11.9	21.8	4.3	0.8	12.8

At a glance, some entries already given.
SMILES	Peg3 prom inh	TRPM1 prom inh	iPSC survival up	TWEAK Fn14 block	KKLEB tox	NR2E3 ag-1	HIF-2a inh	Shn3 3UTR inh	NR2E3 ag-2	aDG glyco act	CF NFkB block
Cc1nc2c(sc(=S)n2Cc2ccco2)c(=O)n1CC(=O)Nc1ccccc1Cl	-8.7	-11.7	0.2	-6.9	-14.0	7.5	-4.7	21.1	2.9	0.1	-5.2
O=C(c1c(F)cccc1F)N1CCN(CCOc2ccccc2)CC1	7.1	0.5	0.6	-18.6	-7.8	10.0	4.0	-8.9	-2.9	0.1	13.7

Bioassay records deposited in PubChem by several laboratories.
